# hcDAF12 agonist: H. contortus DAF-12 nuclear receptor activators, primary screen, cell-based, luminescence, HEK293, lit1-tk-luc reporter | actives 1.4% (n = 370,000) | activation, % at 6.8 µM | HEK293 hcDAF-12 lit1-tk-luc reporter; 0% DMSO, 100% Δ7-dafachronic acid;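 active means activation above the mean of all tested compounds plus 3 SD, cut at about 5.5% in these data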;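 further: 100% = response to 3 µM Δ7-dafachronic acid high control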
# DAX1 inh-1: DAX1 (NR0B1) inhibitors, primary screen, cell-based, HEK293, Gal4-DAX1, luciferase luminescence; HEK293 Gal4-DAX1 luciferase reporter; inhibition, % at 6.75 µM; actives 0.99% (n = 340,000); AID 504766, 2011;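 active means inhibition above the mean over all tested compounds plus 3 SD, cut at about 4.2% in these data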;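 further: 0% = DAX1-transfected cells with DMSO and 100% = empty-vector control cells with DMSO; inhibition shows as a rise in luminescence from relieved DAX1 repression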
# ssDAF-12 act: S. stercoralis DAF-12 nuclear receptor activators, primary screen, cell-based, luminescence, HEK293, GRIP1 co-expression, lit1-tk-luc | Nuclear hormone receptor DAF-12 (Strongyloides stercoralis) | HEK293 ssDAF-12/GRIP1 lit1-tk-luc reporter; % of 3 µM dafachronic acid response | activation, % at 6.8 µM | actives 1% (n = 370,000) | AID 652126, 2013;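 active means activation above the mean over all tested compounds plus 3 SD, cut at about 0.9% in these data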;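 further: 0% = DMSO-only wells and 100% = 3 µM delta7-dafachronic acid wells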
# hgDAF-12 ag: H. glycines DAF-12 receptor agonists, primary screen, cell-based, luminescence, HEK293, GAL4 fusion, UAS-luciferase; activation, % at 6.8 µM; HEK293 GAL4-hgDAF12 UAS-luciferase reporter, agonist luminescence; normalized to butyrate control; actives 1.8% (n = 370,000); Nuclear hormone receptor DAF-12 (Heterodera glycines), GAL4 fusion;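 active means activation above a cutoff set at the mean of all screened compounds plus 3 SD, cut at about 10% in these data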;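 further: 0% = DMSO wells and 100% = sodium butyrate wells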
# DAX1 inh-2: DAX1 (NR0B1) inhibitors on StAR promoter, primary screen, cell-based, luminescence, SF-1 (NR5A1), full-length DAX-1 | HEK293T StAR-luciferase reporter, SF-1/DAX-1 repression relief | inhibition, % at 6.8 µM | actives 1.1% (n = 370,000) | AID 652010, 2013;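 active means inhibition above the mean over all tested compounds plus 3 SD, cut at about 3.6% in these data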;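 further: 0% = DAX-1 cells with DMSO and 100% = cells lacking DAX-1 with DMSO; higher inhibition means more luminescence from relief of DAX-1 repression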
# NPR1 activator: GC-A stimulated cGMP production enhancers – HEK293 GC-A cells, cGMP TR-FRET, EC30 ANP, primary screen; Atrial natriuretic peptide receptor 1 (Homo sapiens), P16066; 0% at EC30 ANP, 100% saturating ANP; activation, % at 10 µM; AID 1671463, 2021; actives 0.14% (n = 370,000); in the data active means activation above about 40%
# ADAM10 inh: human ADAM10 inhibitors, primary screen, biochemical, QFRET, HTS; recombinant ADAM10, EDANS/DABCYL FRET peptide cleavage, 3 h; inhibition, % at 7 µM; actives 0.62% (n = 370,000); AID 720582, 2013;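 active means inhibition above a per-campaign cutoff equal to the mean of compounds falling between control-based bounds plus 3 SD, cut at about 20% in these data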;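 further: 0% = DMSO wells while the 100% control is not disclosed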
# Target sequence (O14672 214-748 limits assumed): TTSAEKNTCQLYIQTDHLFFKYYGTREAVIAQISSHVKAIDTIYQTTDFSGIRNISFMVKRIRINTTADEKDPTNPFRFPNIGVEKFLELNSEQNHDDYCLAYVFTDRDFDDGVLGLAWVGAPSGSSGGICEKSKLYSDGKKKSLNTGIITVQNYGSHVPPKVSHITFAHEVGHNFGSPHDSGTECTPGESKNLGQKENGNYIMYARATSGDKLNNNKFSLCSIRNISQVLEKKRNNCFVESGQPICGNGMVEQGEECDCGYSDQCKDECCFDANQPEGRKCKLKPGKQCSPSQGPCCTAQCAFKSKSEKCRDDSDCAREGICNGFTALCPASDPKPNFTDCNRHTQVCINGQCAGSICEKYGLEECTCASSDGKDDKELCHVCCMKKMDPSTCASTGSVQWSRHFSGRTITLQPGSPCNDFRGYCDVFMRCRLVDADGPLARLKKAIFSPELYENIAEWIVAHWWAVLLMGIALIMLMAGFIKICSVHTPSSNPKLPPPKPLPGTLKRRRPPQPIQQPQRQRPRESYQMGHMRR
# sPLA2-III inh: human group III sPLA2 inhibitors, primary screen, biochemical, QFRET, BODIPY PC-A2 liposome substrate; Group 3 secretory phospholipase A2 (Homo sapiens), Q9NZ20; QFRET BODIPY PC-A2 liposome hydrolysis, fluorescence; inhibition, % at 12.2 µM; actives 0.56% (n = 370,000);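 active means inhibition above mean plus 3 SD of compounds lying within the high and low control bounds, cut at about 19% in these data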;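 further: 0% = median of test compound wells and 100% = no enzyme DMSO wells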
# Target sequence (Q9NZ20 whole entry, looked up): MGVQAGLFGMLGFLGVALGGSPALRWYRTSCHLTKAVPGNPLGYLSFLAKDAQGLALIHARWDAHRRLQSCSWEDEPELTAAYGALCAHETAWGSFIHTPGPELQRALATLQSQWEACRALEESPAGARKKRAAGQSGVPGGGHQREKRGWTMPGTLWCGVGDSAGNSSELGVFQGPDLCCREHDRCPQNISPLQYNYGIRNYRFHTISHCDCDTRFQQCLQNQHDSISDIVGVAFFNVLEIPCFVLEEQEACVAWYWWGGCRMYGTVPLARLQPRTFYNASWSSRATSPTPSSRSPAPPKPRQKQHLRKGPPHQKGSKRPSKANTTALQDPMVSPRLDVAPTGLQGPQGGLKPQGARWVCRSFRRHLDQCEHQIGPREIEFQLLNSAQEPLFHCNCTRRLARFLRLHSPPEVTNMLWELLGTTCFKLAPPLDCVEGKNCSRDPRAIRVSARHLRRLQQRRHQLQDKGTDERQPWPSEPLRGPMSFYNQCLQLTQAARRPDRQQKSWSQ
# FXN GAA850 act: FXN promoter activators, primary screen, cell-based, luciferase luminescence, HEK293 lucGAA850 | HEK293 lucGAA850 FXN promoter luciferase reporter, 24 h; percent of 10 µM SAHA response | activation, % at 6 µM | actives 0.56% (n = 360,000);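 active means activation above the average of all compounds screened plus 3 SD, cutoff fixed separately per campaign, cut at about 7.5% in these data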;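 further: 0% = DMSO wells and 100% = 10 µM SAHA wells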
# SMARCA2 act: SMARCA2 (BRM) function activators, primary screen, cell-based, luminescence, high throughput | MG213 cells, MMTV-luciferase reporter, dexamethasone, overnight | activation, % at 9.1 µM | actives 1% (n = 370,000); in the data active means activation above about 7.8%;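 further: 0% = vehicle wells and 100% = reference activator wells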
# NPR2 activator: human GC-B receptor activators, primary screen, HEK293 GC-B cells, cGMP TR-FRET, EC30 CNP. Atrial natriuretic peptide receptor 2 (Homo sapiens), P20594. 0% at EC30 CNP, 100% saturating CNP. activation, % at 10 µM. actives 0.11% (n = 370,000). AID 1920062, 2024;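 active means activation at 10 µM reaching about 35% in either raw or pattern-adjusted values, limit read from the data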
# * = called active by the depositor; i = inactive; / = no result given; & = joins results of further samples. Outcome played no part in choosing rows (roughly 6.6% active in at least one column).
SMILES,hcDAF12 agonist,DAX1 inh-1,ssDAF-12 act,hgDAF-12 ag,DAX1 inh-2,NPR1 activator,ADAM10 inh,sPLA2-III inh,FXN GAA850 act,SMARCA2 act,NPR2 activator
CC(C)CC1C(=O)N(Cc2cn(CC3CCCCC3)nn2)CCS(=O)(=O)N1Cc1ccc(-c2cccc(C#N)c2)cc1 (stereo not given),-0.2,-2.1,-0.4,-0.7,-0.3,5.2,1.9,-8.3,-2.2,-6.8,7.8
COC(=O)c1cccc(NC(=O)CSc2nc(O)c(-c3ccccc3)c(=O)[nH]2)c1,0.6,-0.5,-1.2,-1.2,-0.7,2.0,1.0,1.7,1.3,6.0,0.1
COc1ccc(OC)c(NC(=O)COC(=O)Cc2ccc(Br)cc2)c1,0.4,3.8,-1.8,-3.6,1.5,-13.0,8.5,-15.7,0.8,1.7,-2.4
COc1ccc(OC(C)c2ccc(C#N)c(=O)[nH]2)cc1 (stereo not given),-0.8,0.6,-0.7,7.5,1.0,-2.6,-2.8,-7.8,3.0,-0.3,-6.0
Cc1cc(C)nc(SCc2csc(-c3ccccc3)n2)n1,5.1,3.5,0.4,11.4*,5.2*,7.0,3.0,-10.2,7.9*,3.2,2.4
COc1cc(OC)cc(C(=O)OCC(=O)NC(c2ccccc2)c2ccccc2)c1,0.3,1.0,-1.0,0.3,0.8,-7.2,-16.7,8.7,0.3,-0.9,-11.0
Cc1ccc(SC[C@H](Cc2ccccc2)N2CCN(C)CCC2=O)cc1,-1.1,0.9,-1.5,-1.0,0.0,-5.0,0.3,-7.2,-0.9,0.5,-6.0
CC(=O)Nc1ccc(NC(=S)NC(=O)/C=C/c2ccccc2)cc1,-0.3,0.0,-1.5,1.1,-0.7,-4.0,8.7,2.2,-2.0,1.4,-7.3
N#Cc1c(NC(=O)CSc2nc3ccccc3c(=O)n2Cc2ccco2)sc2c1CCCC2,1.5,-0.2,-1.4,1.8,-0.8,3.3,0.5,-1.8,1.9,-2.5,-0.8
CN(C)S(=O)(=O)c1ccc(C(=O)Nc2cccc(C(=O)O)c2)cc1,-0.2,-0.3,-0.8,0.9,-0.1,-4.2,-2.2,-7.7,0.2,0.7,6.5
O=C(CSc1nc2c(c(=O)[nH]1)CCC2)Nc1ccccc1Cl,0.0,0.5,-0.8,0.9,-0.2,-3.5,6.2,-1.9,-0.6,1.0,-3.0
O=C(Nc1cccc(Cl)c1)c1csc(COCCO)n1,2.5,/,-0.6,6.9,3.3,0.0,1.8,10.4,2.9,-0.2,0.2
CC(C)Cc1csc(NC(=O)c2ccc(Br)cc2)c1C(=O)O,-0.9,-0.2,-0.9,1.4,0.5,1.3,-8.4,10.8,-1.5,-1.1,5.8
CCCC[C@H]1C2CC(OC(=O)Nc3cccc(C(F)(F)F)c3)C(C2)[C@H]2CCCCN21 (stereo not given in full),-0.6,/,-1.2,7.2,-0.1,-7.4,1.1,1.5,/,-4.5,6.6
COc1cc(Br)cc(-c2nc3c(c(=O)[nH]c(=O)n3Cc3ccccc3)n2C)c1O,-0.1,-1.4,-1.0,1.8,-0.8,-7.1,10.7,-26.2,-1.0,6.8,-9.2
COC(=O)c1ccccc1NC(=O)Cn1c(=O)n(CCC(=O)NC2CCN(Cc3ccccc3)CC2)c(=O)c2ccccc21,0.4,-1.8,-0.9,-3.2,0.3,-6.8,6.4,-1.1,1.1,-1.0,-7.6
COCCNC(=O)C1CCCN(Cc2ccc(-c3ccccc3)cc2)CC1 (stereo not given),0.4,/,-1.6,-0.1,0.1,5.2,-3.1,1.2,-0.6,-1.3,3.9
O=C(Cn1ncc(Cl)c(Cl)c1=O)NC1CCS(=O)(=O)C1 (stereo not given),0.5,3.0,-1.8,-0.9,0.7,1.9,-17.9,9.6,2.4,-2.8,0.2
CCOc1cccc(C=Nc2cc(C)cc(C)c2O)c1O,1.3,-0.3,-1.5,0.4,0.1,1.2,3.2,-0.6,0.3,11.6*,-2.7
CCOCCCn1c(=NC(=O)c2cccnc2)c(C(=O)OCC)cc2c(=O)n3ccccc3nc21,-0.8&-1.1,-0.8&0.2,-1.3&-1.4,-1.2&-3.1,-1.5&0.0,4.7&2.5,i,2.5&6.6,0.3&0.1,2.5&-1.4,3.2&2.2
CC(=O)NCCc1c[nH]c2ccc(O)cc12,-1.2,-0.6,-1.1,-4.9,0.0,-0.5,-0.3,10.0,-0.6,-4.7,-1.9
C[N+]1(C)[C@H]2CC[C@H]1CC(OC(=O)C(O)c1ccccc1)C2 (stereo not given in full),-0.7,/,-0.9,-0.9,-1.0,6.8,-11.3,8.1,/,-2.0,-3.0
CCCNC(=O)C1(C)CCN(C(=O)C(c2ccccc2)c2ccccc2)C1 (stereo not given),-1.7,/,-1.1,2.9,-0.3,4.0,-3.2,0.8,-1.6,1.5,-4.2
COc1ccc2cc(/C(C)=N/NC(=O)C3CC3)ccc2c1,-0.2,0.1,-1.1,3.2,-1.0,-3.0,i,-3.5,3.0,6.1,-4.1
Cc1onc(-c2ccccc2Cl)c1C(=O)Nc1nnc(-c2ccc(Br)cc2)s1,-1.1,-0.2,-0.9,2.2,-0.3,7.2,-103.5,-46.3,-2.0,-2.4,-7.7
COc1ccc(Cn2c(O)c(/C=N/NC(=O)c3cccnc3)c3ccccc3c2=O)cc1,-1.7,-0.5,-1.8,-0.7,-0.9,1.3,-141.6,1.1,1.1,-2.1,7.0
COc1ccc(OC)c(CN2CCSCC2)c1,-1.6,3.1,-1.0,-0.2,-0.1,2.6,-3.2,2.3,-0.8,-2.3,-1.9
CCc1nnc(NS(=O)(=O)c2ccc(NC(=O)c3cccc(Br)c3)cc2)s1,2.2,-0.3,-0.2,0.1,4.5*,2.5,2.0,-78.0,0.7,-1.1,3.8
CCCNC(=O)C1(C)CCCN(C(=O)c2ccc3ccccc3c2)C1 (stereo not given),-0.9,/,-1.4,1.4,-0.3,3.7,-6.0,5.6,-1.5,-1.7,6.3
C=CCN1C(=O)C(CC(=O)Nc2ccc(C)cc2)SC1=Nc1c(C)n(C)n(-c2ccccc2)c1=O (stereo not given),-2.0,0.9,-1.2,-4.8,0.6,0.0,-8.5,-14.7,1.9,-0.6,1.2
COc1ccc(-c2csc(N3CCN(c4cc(C)nc5ccccc45)CC3)n2)cc1OC,-5.5,-2.9,-3.5,-5.1,-5.5,0.8,3.6,-6.0,-11.5,-6.1,1.6
COC(=O)c1sccc1NC(=O)c1cnc2cc(C)nn2c1C,4.8,-0.2,-0.8,2.8,0.6,4.1,-1.0,-2.5,2.4,2.2,-1.1
O=C(N/N=C1/CCS(=O)(=O)c2ccc(F)cc21)c1cccnc1,0.2,0.0,0.1,0.3,0.0,1.9,-1.1,-0.1,3.6,3.4,-6.5
COc1ccccc1NCc1nnc(SCC(=O)N/N=C/c2ccco2)n1-c1ccc(Cl)cc1Cl,-0.6,1.2,-0.3,2.5,0.0,-3.4,0.7,0.1,0.3,-1.4,-4.0
CC1=C(/C=C/C(C)=C/C=C/C(C)=C/C(=O)Nc2ccc(O)cc2)C(C)(C)CCC1,0.5&1.8,0.7&0.5,-0.9&-0.8,7.2&-1.5,0.9&1.4,-0.9&-9.6,-16.6&0.8,-11.4&-12.8,-1.9&-3.1,-5.4&-4.4,-6.0&4.0
Cc1cc(-c2ccccc2)cc(C)n1,-1.2,1.4,-1.6,-0.5,-0.9,3.9,-0.3,0.0,0.4,2.8,2.1
CC(=O)OCC1=C(C(=O)O)N2C(=O)C(NC(=O)C(C)Cn3cc(Cl)cn3)C2SC1 (stereo not given),-1.8,1.4,-1.6,-3.5,0.2,0.6,-7.1,6.9,1.1,-2.3,-0.9
Cc1cc(C)nc(NS(=O)(=O)c2ccc(N=NN(C)C)cc2)n1,0.1,0.9,-1.7,0.1,0.1,-2.5,-12.5,12.8,0.1,-5.2,-1.9
O=C(O)CC1S/C(=N/N=C/c2ccccn2)NC1=O (stereo not given),-0.4,0.3,-0.8,-1.8,-0.1,1.2,3.7,0.4,-6.2,0.5,1.7
Cc1cc2nc(CN(C)C(=O)C3CCC(=O)N(C4CCCC4)C3)[nH]c2cc1C (stereo not given),-1.0,-1.2,-1.5,-2.4,0.1,4.2,-6.6,11.8,-1.4,-2.9,3.1
O=C(C(=O)N1CCN(c2ccc(F)cc2)CC1)N1CCCCC1,-0.2,0.2,-0.2,-1.9,0.0,3.8,-16.6,8.6,1.4,-6.3,2.6
Cc1cc2ncn(/N=C/c3ccc([N+](=O)[O-])o3)c2cc1C,-2.0,-2.4,-1.4,-3.9,-3.0,3.5,3.3,-0.9,1.2,-1.6,5.1
Cc1ccccc1OCC(=O)NCCCNC(=O)c1ccccn1,-1.2,0.1,-1.0,1.0,-0.1,0.1,2.1,3.1,-1.8,0.2,-5.9
CCOc1ccc(NC(=O)Cn2c(=O)n(CC3CCCO3)c(=O)c3ccccc32)cc1 (stereo not given),-0.5,1.1,-1.8,-0.8,-0.4,-1.3,6.0,1.6,0.0,-1.6,0.2
Cc1ccc(S(=O)(=O)N2CCOCC2)cc1NC(=O)CNC1CCCC1,-1.8,-0.4,-2.0,-4.5,-0.2,1.3,1.9,-1.4,1.1,-1.0,3.3
CCOc1ccc(CNC(=O)Cn2ccc3cc(S(=O)(=O)N4CCCC4)ccc32)cc1,0.3,-0.2,-0.8,0.0,0.1,0.4,1.0,-6.8,3.9,-3.7,-3.8

# Another view of some results above.
mol | hcDAF12 agonist | DAX1 inh-1 | ssDAF-12 act | hgDAF-12 ag | DAX1 inh-2 | NPR1 activator | ADAM10 inh | sPLA2-III inh | FXN GAA850 act | SMARCA2 act | NPR2 activator
COCCNC(=O)C1CCCN(Cc2ccc(-c3ccccc3)cc2)CC1 (stereo not given) | 0.4 | / | -1.6 | -0.1 | 0.1 | 5.2 | -3.1 | 1.2 | -0.6 | -1.3 | 3.9
O=C(Cn1ncc(Cl)c(Cl)c1=O)NC1CCS(=O)(=O)C1 (stereo not given) | 0.5 | 3.0 | -1.8 | -0.9 | 0.7 | 1.9 | -17.9 | 9.6 | 2.4 | -2.8 | 0.2
CCOc1cccc(C=Nc2cc(C)cc(C)c2O)c1O | 1.3 | -0.3 | -1.5 | 0.4 | 0.1 | 1.2 | 3.2 | -0.6 | 0.3 | 11.6* | -2.7
